# Source: PubChem
# Lipid storage S3: qHTS Assay for Lipid Storage Modulators in Drosophila S3 Cells; Potency in µM for hits, for the others lipid storage change, negative = inhibition, % at the top dose, mostly 46.1 µM; Drosophila S3 cells, BODIPY lipid droplet fluorescence, 18-24 h; cells fed with added oleic acid; 320,000 tested, 0.64% active; AID 2685; active = well fitted inhibition curve with a large enough effect in the signal ratio, with a control signal flat, not every such curve was filed as active; inconclusive = small, poorly fitted or top-dose-only effect, or effect the other way, or a change in a side signal; the % refers to the signal ratio
#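 Drosophila S3 cells got compounds at several concentrations plus oleic acid (400 uM solution). Laser-scanning cytometry with 488 nm excitation read lipid droplets at 500-530 nm and cells at 575-640 nm. Percent activity was relative to 20 uM Triacsin C.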
# Lipid storage S3 cell count max: also measured in Lipid storage S3; calls as there; cell number change, %; measured here: cell count max response;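 cells counted by Cell Tracker Red CMTPX staining in the red channel; peak over a dose series mostly up to 46.1 µM; percent activity relative to internal control wells on each plate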
# Numbers without * were called inactive; i = inactive; ? = inconclusive; · = not tested or not shown; [ ] = dose if it differs, or a comment. % is set by controls: 0 for no effect and ±100 for the full control effect; potency is the fitted concentration of half-maximal effect. Not all compounds are listed; count on the stated rates, not on these rows.
# Below each compound: Lipid storage S3, Lipid storage S3 cell count max
- CC1CCc2sc(C(=O)N3CCC(C(N)=O)CC3)cc2C1 (stereo unspecified)
  ?, ·
- C/C(=N\NC(=S)NCc1ccccc1)c1cccc(Br)c1
  16.1%, 2.6
- COc1ccc([N+](=O)[O-])cc1NC(=O)C(C)OC(=O)C1CCC1 (stereo unspecified)
  ?, ·
- CCc1ccc(NC(=O)c2ccc3nc(N)sc3c2)cc1
  ?, ·
- COc1ccc(C(=O)c2ccc(Cl)cc2)cc1
  ?, ·
- OCCC1CN(Cc2c(F)cccc2Cl)CCN1C1CCCCC1 (stereo unspecified)
  2.0%, 15.8
- O=C(Nc1cccc(Cn2cccn2)c1)c1cc2c(s1)CCCC2
  ?, ·
- C/C(=N\Nc1nc(-c2ccccc2O)nc2ccccc12)c1ccccc1
  -1.0%, -10.2
- CNS(=O)(=O)c1cccc(C(=O)OCC(=O)c2ccc(S(=O)(=O)N3CCCCC3)cc2)c1
  -18.2%[0.0737 µM], -5.7
- COc1ccc2c(c1)cc(C)c1nnc(SCC(=O)N3CCN(C(=O)c4ccco4)CC3)n12
  ?, ·
- O=C(CCOc1ccccc1)Nc1ccnn1C1CCN(Cc2ccc(O)cc2)CC1
  ?, ·
- O=C(NC1CCCCC1)[C@H](O)[C@@H](O)C(=O)NC1CCCCC1
  ?, ·
- Cc1ccc(S(=O)(=O)Nc2ccccc2C(=O)N2CCCC2)cc1
  ?, ·
- Nc1nc2ccc(NC(=O)c3ccco3)cc2s1
  i, 8.5
- CS(=O)(=O)N(CC(=O)Nc1cccc(F)c1)Cc1ccccc1
  ?, ·
- Cc1c2cnn(CC(=O)NCCN3CCOCC3)c(=O)c2c(C)n1Cc1ccc(F)cc1
  14.2%, -4.3
- O=C(CC12CC3CC(CC(C3)C1)C2)Nc1ccccc1N1CCOCC1
  -2.3%, -18.2
- CC1C(=O)N2CCCc3cc(NC(=O)C(=O)NCc4cccnc4)cc1c32 (stereo unspecified)
  ?, ·
- CN(C)S(=O)(=O)c1ccc(NC(=O)COC(=O)c2n[nH]c3ccccc23)cc1
  17.6%, -11.0
- COc1cc2c(cc1OC)CN(C(=O)c1ccc(OC)c([N+](=O)[O-])c1)CC2
  0.3%, 12.1
- COc1ccc(NC(=S)NCCN2CCC(C)CC2)cc1Cl
  ?, ·
- O=[N+]([O-])c1ccc(N2CCCCC2)cc1
  15.0%, 7.1
- COCCC1CCCCN1C(=O)c1cc(COc2ccc(C)nc2)on1 (stereo unspecified)
  ?, ·
- CCc1cc2c(C)cc(C)cc2nc1SCC(=O)Nc1cc(C)on1
  -10.0%, -12.8
- CCCc1cc(C(=O)Nc2cccc3ccccc23)n(C)n1
  ?, ·
- Cc1cnc2cc(Cl)c(Cl)cc2n1
  1.6%, 4.0
- CC(C)N(C(=O)Nc1ccc2nccnc2c1)C(C)C
  2.6%, -8.0
- COc1cc(C(=O)N(Cc2ccco2)Cc2cc3ccccc3[nH]c2=O)cc(OC)c1OC
  ?, ·
- Cc1ccc(C)c(Cn2nnc3c(=O)[nH]c(C(=O)NCC4CCCO4)nc32)c1 (stereo unspecified)
  11.8%, 5.1
- O=S(=O)(c1ccc2ccccc2c1)N1CCCOC1
  ?, ·

# Ordered by the number under Lipid storage S3 (descending): three from the list above.
structure | Lipid storage S3 | Lipid storage S3 cell count max
Cc1c2cnn(CC(=O)NCCN3CCOCC3)c(=O)c2c(C)n1Cc1ccc(F)cc1 | 14.2% | -4.3
COc1cc2c(cc1OC)CN(C(=O)c1ccc(OC)c([N+](=O)[O-])c1)CC2 | 0.3% | 12.1
O=C(CC12CC3CC(CC(C3)C1)C2)Nc1ccccc1N1CCOCC1 | -2.3% | -18.2

# Next results follow:
# Below each compound: Lipid storage S3, Lipid storage S3 cell count max
- COc1ccc(OCC(=O)Nc2ccc3c(c2)CCC3)cc1
  ?, ·
- CC1(C)Cc2c(sc3nc(SCC(=O)N4CCOCC4)nc(N)c23)CO1
  ?, ·
- CC(C)c1onc(C(=O)Nc2cccc(O)c2)c1[N+](=O)[O-]
  -1.8%, 6.3
- Oc1cc(O)c2c(c1)O[C@H](c1ccc(O)c(O)c1)[C@H](O)C2
  ?, ·
- CCCc1nc2n[nH]c(N)c2c2c1COC(C)(C)C2
  -2.7%, 2.9
- CCc1ccc(NC(=O)CCn2ccnc2C)cc1
  -1.6%, 11.5
- COc1ccc(S(=O)(=O)N(CCc2ccccc2)CC(=O)N/N=C/c2ccc3c(c2)OCO3)cc1
  ?, ·
- O=C(NC12CC3CC(CC(C3)C1)C2)N1CCN(S(=O)(=O)c2ccc(Cl)cc2)CC1
  -0.1%, 3.0
- COc1ccc(CCC(C)NC2C3CC4CC(C3)CC2C4)cc1 (stereo unspecified)
  -19.2%, 3.9
- O=C(NCc1ccc(Cl)cc1Cl)c1ccccn1
  ?, ·
- CC(=O)Nc1csc2ccccc12
  20.1%, -1.1
- CCOC(=O)N1CCN(C(=S)Nc2cccc(C)c2)CC1
  7.7%, -11.4
- O=C(CN1CCN(Cc2ccc(Cl)cc2)C1=O)NCc1cccs1
  0.0%, 17.8
- COc1ccc(-c2c(C)n([O-])c(C)c(-c3ccccc3)[n+]2=O)cc1OC
  i, -9.3
- CCCCOc1ccc(C(=O)NCC(=O)N(C)CC(=O)Nc2ccc(N3CCOCC3)cc2)cc1
  ?, ·
- Cc1cc(C)n(-c2ccc(Cl)c(C(=O)OCC(N)=O)n2)n1
  ?, ·
- CN(C(=O)C1CCOC1)c1nnc(-c2cnccn2)s1 (stereo unspecified)
  -5.4%[9.22 µM], 10.4
- CCOc1ccc(Cc2c(Cl)nc(SC)nc2OC)cc1
  ?, ·
- NCCCNC(=O)c1ccc(/C=N/O)nc1
  ?, ·
- Cc1nc2ccccc2c2c1C(=O)NC2=O
  ?, ·
- COc1cc2cc(C(c3nnnn3C3CCCCC3)N(C)C3CCCCC3)c(=O)[nH]c2cc1OC (stereo unspecified)
  ?, ·
- CSc1nnc2n(C)c3c(c(=O)n12)C1(CCCC1)Cc1ccccc1-3
  -7.8%, -14.6
- CCOC(=O)c1ccc(NC(=S)N2CCN(c3ccccn3)CC2)cc1
  i, 4.1
- CN1CCc2cccc3c2[C@@H]1Cc1ccc(O)c(O)c1-3
  12.1%, 7.2
- Cn1c(SCC(=O)c2ccc3c(c2)Cc2ccccc2-3)nnc1-c1cccc(N)c1
  ?, ·
- Cc1ccc(NC(=O)CCCN2C(=O)NC(C)(C)C2=O)cc1
  ?, ·
- Cc1noc(C)c1COC(=O)c1cc(C)n(-c2ccccc2)c1C
  i, ·
- CCCCOC1CC(c2ccc(OCc3ccc(OC)cc3)c(OC)c2)N(C)O1 (stereo unspecified)
  9.4%, 2.2
- O=C1c2ccccc2C(=O)N1CN(C(=O)COc1ccccc1)c1ccc(F)cc1
  i, -13.7
- COc1ccc(/C=N/NC(=O)CC(=O)NCc2cccnc2)cc1
  ?, ·
- Cc1cccc(NS(=O)(=O)c2ccc(NS(=O)(=O)c3cccs3)cc2)c1
  ?, ·
- CC(=O)O[C@]1(C(C)=O)CC[C@H]2[C@@H]3C=CC4=CC(=O)C=C[C@]4(C)[C@H]3CC[C@@]21C
  ?, ·
- Cc1ccc(OC(C)C)c(CN(CCO)CCO)c1
  ?, ·
- O=C(CCc1ccccc1)NNC(=O)c1ccccc1Cl
  ?, ·
- CN(Cc1ccccc1)CC(O)COc1ccc(CNCCCOc2cccnc2)cc1 (stereo unspecified)
  5.1%, 8.3
- COC(=O)c1c(NC(=O)CN2C(=O)C(=O)N(CC(C)C)C2=O)sc2c1CCCCC2
  10.2%, -1.3
- COc1ccc(CCN(C)C(=O)CSc2nc3ncc(Cl)cc3[nH]2)cc1OC
  ?, ·
- Cc1cc(-c2ccccc2)n(-c2ccc(C(=O)N3CCN(c4ncccn4)CC3)cc2)n1
  ?, ·
- O=C(Cc1ccsc1)NNC(=O)c1ccccc1Cl
  ?, ·
- C=CCC(=O)N1CCC(n2nccc2NC(=O)CCOc2ccccc2)CC1
  ?, ·
- COCc1[nH]nc2c1C(c1cc(OC)c(O)c(OC)c1)C(C#N)=C(N)O2 (stereo unspecified)
  ?, ·
- CC1CCCC(NS(=O)(=O)c2ccc3c(c2)OCCO3)C1C (stereo unspecified)
  -0.8%, -23.2
- Cc1cccc(OCC(=O)NCCNC(=O)c2cccnc2)c1
  i, -13.2
- COc1ccc(NC(=O)c2ccccc2NC(=O)C2CCCO2)cc1 (stereo unspecified)
  4.3%, 6.9
- Cc1ccc(-c2cc(C(=O)N/N=C/c3ccc(F)cc3)n[nH]2)o1
  i, 23.0
- O=C(COC(=O)c1ccc(O)cc1O)NC1CCCCCC1
  ?, ·
- COc1ccc(NC(=O)C2C3CCC(C3)C2C(=O)O)cc1OC (stereo unspecified)
  i, 5.5
- OCC(O)CN1CCCC1 (stereo unspecified)
  -1.5%, 4.2
- Fc1ccc(F)c(NC2=NCCCCC2)c1
  -16.5%, 16.2
- Cc1ccc2c(n1)sc1c(-c3ccccc3)c(C#N)c(N)nc12
  -23.5%, -13.1
- O=C(Cc1cccs1)N1CCN(S(=O)(=O)c2ccccc2)CC1
  11.8%, 1.0
- NS(=O)(=O)c1ccc(CNC(=O)CCCSc2ccccc2)cc1
  ?, ·
- Cc1cccc(N2CCN(CC(O)COc3ccc(Cl)cc3)CC2)c1 (stereo unspecified)
  ?, ·
- O=C(Nc1ccc(Cl)cc1)C1CCCN(c2cnccn2)C1 (stereo unspecified)
  ?, ·
- CCOc1ccc(N)c(SSc2cc(OCC)ccc2N)c1
  ?, ·
- Cc1cc(/C=C2\SC(=S)NC2=O)c(C)n1C
  ?, ·
- COc1ccc(C(=O)N2CCC(C(=O)Nc3ccc4c(c3)OCO4)CC2)cc1
  ?, ·
- NC(=O)C1CCN(C(=O)c2cccc(S(=O)(=O)N3CCc4ccccc4C3)c2)CC1
  ?, ·
- Nc1nc2ccccc2n1CCOc1ccc(F)cc1
  -22.7%, 7.8
- O=C(COC(=O)C1CCC1)NC(=O)c1ccccc1
  ?, ·

# (listing goes on)
# Below each compound: Lipid storage S3, Lipid storage S3 cell count max
- CC(C)OC(=O)Cn1c(-c2ccccc2)c(-c2ccccc2)nnc1=O
  ?, ·
- CCOC(=O)CSc1ncc(OC)c(Sc2ccc(OC)cc2)n1
  ?, ·
- O=C(NNC(=O)C1CCN(Cc2ccccc2)CC1)c1cccc(Cl)c1
  3.2%, -0.4
- COc1ccc(-n2c(C)nc(N)c2C(=O)c2ccccc2)cc1
  -0.7%, 2.4
- Cc1cc(=O)[nH]c(N/N=C/c2ccc(OC(=O)c3cccnc3)cc2)n1
  ?, ·
- Cc1ccccc1OCC(=O)NC(=S)Nc1cccc2cc(O)ccc12
  4.5%, 6.0
- CCOC(=O)c1c(N)sc2c(NC(C)=O)cccc12
  ?, ·
- COC(=O)[C@@H]1C[C@H]2CC[C@H](O)C[C@H]2N1Cc1ccc(C)s1
  ?, ·
- Nn1cnnc1SCC(=O)Nc1ccc2c(c1)OCO2
  ?, ·
- Cc1ccc(NC(=O)CN2CCc3cc4c(cc3C2C)OCCCO4)cc1 (stereo unspecified)
  ?, ·
- O=C(CCCN1C(=O)c2cccc3cccc(c23)C1=O)NCc1cccnc1
  0.3%, -5.1
- Nc1cccnc1Sc1ccc(Cl)cc1
  ?, ·
- CCc1ccc(Nc2cnn(-c3nc4ccccc4s3)c(=O)c2Cl)cc1
  ?, ·
- Cc1nc(-c2ccc([N+](=O)[O-])cc2)sc1C(=O)O
  -1.0%, -1.6
- Nc1ccccc1-c1nnc(-c2ccccc2N)n1N
  ?, ·
- CC1CCCC(C)N1C(=O)c1ccc2c(c1)S(=O)(=O)c1ccccc1C2=O (stereo unspecified)
  ?, ·
- Cc1cc(C(=O)Cn2cc([N+](=O)[O-])ccc2=O)c(C)n1CC1CCCO1 (stereo unspecified)
  ?, ·
- Cc1cc(C(=O)COc2ccccc2C(N)=O)c(C)n1C
  ?, ·
- CCN(CC)C(=O)Cn1cc(S(=O)(=O)CC(=O)Nc2ccc(F)cc2F)c2ccccc21
  ?, ·
- COCCCNCC(O)COc1cccc2[nH]c(C)cc12 (stereo unspecified)
  -1.0%, 20.5
- COc1ccc(S(=O)(=O)Nc2c(NC3CCCCC3)c3ccccc3oc2=O)cc1
  ?, ·
- NNC(=O)CSCc1nc(-c2ccc(Cl)cc2)cs1
  ?, ·
- CCn1c(C)csc1=NC(=O)c1ccccc1
  -8.9%, -16.2
- COc1cccc(NS(=O)(=O)c2ccc3[nH]cc(C(=O)N(C)Cc4ccco4)c(=O)c3c2)c1
  ?, ·
- CC(C)(C)OC(=O)N1CCC(c2c(C(=O)NCC3CCN(C4CCCC4)C3)cnn2-c2ccccc2Cl)CC1 (stereo unspecified)
  ?, ·
- Cc1c(C(=O)N2CCCC2)c(S(=O)(=O)N2CCCCC2)c(C)n1C
  10.8%, -3.6
- COc1ccc(NC(=O)CSc2nnc(-c3cccnc3)n2C)cc1
  22.1%, 7.0
- COc1cc(-c2nc(CN3CCN(c4ncccn4)CC3)c(C)o2)ccc1F
  ?, ·
- CCn1c(/C=C/Nc2ccccc2)[n+](CC)c2cc(Cl)c(Cl)cc21
  ?, ·
- C/C=C/c1ccc(OCCCCOc2ccccc2C(C)=O)c(OC)c1
  ?, ·
- CCOC(=O)c1ccccc1NC(=O)COC(=O)c1cc([N+](=O)[O-])ccc1N1CCOCC1
  ?, ·
- CCOC(=O)c1c(NC(=O)CSc2nncn2C)sc(C)c1C
  ?, ·
- COc1ccccc1NC(=S)NC1CCCCCC1
  12.2%, 8.3
- CCCCNCCOCCOc1ccc(Cl)cc1Br
  ?, ·
- O=c1c2ccc(Cl)cc2nc(-c2ccc([N+](=O)[O-])cc2)n1O
  ?, ·
- COc1ccc(S(=O)(=O)N/N=C(/C)c2ccc(Cl)cc2)cc1
  ?, ·
- O=C(Cc1ccc(Br)cc1)N1CCCC1
  ?, ·
